# Tb hexokinase: blocks Trypanosoma brucei hexokinase 1 activity; recombinant TbHK1, G6PDH-coupled NADH A340; inhibition, % at 10 µM; hit rate 0.11% among 220,000; AID 1430;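 active = inhibition of 50% or more in the single-dose primary screen; inactive = inhibition below 50%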
# EBV gp42 inh: inhibitors of Epstein-Barr virus glycoprotein 42 | inhibition, % (tested at 21.74 µM) | hit rate 0.42% among 220,000 | Fluorescence polarization binding assay, mP read-out | Q1HVG2; in the data active = inhibition above about 50%
# Target sequence (Q1HVG2 whole entry, looked up): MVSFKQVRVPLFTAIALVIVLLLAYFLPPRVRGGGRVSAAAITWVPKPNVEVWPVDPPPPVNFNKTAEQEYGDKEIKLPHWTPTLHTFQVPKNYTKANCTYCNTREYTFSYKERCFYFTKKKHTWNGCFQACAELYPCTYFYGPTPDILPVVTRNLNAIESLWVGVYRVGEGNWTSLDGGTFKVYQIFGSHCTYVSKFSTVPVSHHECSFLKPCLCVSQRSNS
# Mdm2 ligase inh: Mdm2 E3 ligase (human) inhibition. hit rate 0.11% among 210,000. signal enhancement, % at 5 µM. Q00987. cell-based MDM2 ubiquitination luciferase reporter, 2 h; 0 = plate control, 100 = twice control, blank-subtracted;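 active = signal enhancement of 30% or more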;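 also: luminescence tracks abundance of the self-degrading MDM2-luciferase fusion protein; higher signal means inhibition of MDM2 E3 ligase activity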
# Target sequence (Q00987 whole entry, looked up, the tested form may be a part): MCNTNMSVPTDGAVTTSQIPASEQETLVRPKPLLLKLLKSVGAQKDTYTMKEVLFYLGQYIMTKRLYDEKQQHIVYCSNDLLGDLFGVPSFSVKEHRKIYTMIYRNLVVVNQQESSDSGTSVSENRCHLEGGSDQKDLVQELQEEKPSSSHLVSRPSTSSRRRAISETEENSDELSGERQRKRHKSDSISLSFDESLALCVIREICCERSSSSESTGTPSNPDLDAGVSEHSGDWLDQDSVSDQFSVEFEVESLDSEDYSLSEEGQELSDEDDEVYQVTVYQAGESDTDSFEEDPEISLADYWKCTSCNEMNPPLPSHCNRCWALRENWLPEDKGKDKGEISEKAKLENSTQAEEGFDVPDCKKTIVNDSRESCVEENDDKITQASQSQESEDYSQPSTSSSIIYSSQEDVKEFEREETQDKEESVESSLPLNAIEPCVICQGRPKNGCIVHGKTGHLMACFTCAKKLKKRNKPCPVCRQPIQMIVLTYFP
#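 Assay system: mammalian cells stably expressing self-ubiquitinating, self-degrading MDM2 E3–luciferase fusion. Quantity: 2000 cells in each well. Medium: DMEM culture medium. Compound dosing: single-point 5 µM. Timing: cell settling 4 h, compound treatment 2 h, both 37 °C. Technique: luciferase luminescence. Read-out basis: percent signal gain over controls, blank-subtracted. Benchmarks: plate controls and plate blanks.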
# Hck Nef HTS: blocks Nef-activated human Hck kinase; Recombinant Hck-YEEI plus Nef, Z-Lyte FRET kinase assay; inhibition, % at 20 µM; hit rate 0.68% among 220,000; AID 463187;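 active = Hck-Nef kinase inhibition above about 50%, limit read from the data; inactive = inhibition below that limit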;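 also: 0% = DMSO with Hck plus Nef and 100% = Hck alone without Nef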
# 14-3-3 Bad inh: disrupts binding of bovine 14-3-3 zeta to phospho-Bad peptide; P63103; TR-FRET 14-3-3zeta/Dy647-pBad peptide displacement, 1 h; inhibition, % at 21.7 µM; hit rate 0.71% among 220,000;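 active = inhibition above about 70%, limit read from the data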;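 also: 0% = full 14-3-3 plus peptide FRET controls and 100% = background without 14-3-3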
# Runt-SMMHC FRET: Runt domain-CBFb-SMMHC interaction inhibition; AID 1434; Cerulean-Runt/Venus-CBFb-SMMHC FRET ratio 530/480, 1 h; inhibition, % at 20 µM; hit rate 0.74% among 220,000; Q01196+Q13951;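 active = mean inhibition across duplicate retests at 20 µM reaching about 50%, limit read from the data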;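 also: 0% = DMSO wells and 100% = wells with excess untagged CBFb-SMMHC; inhibitors lower the FRET ratio by blocking Runt binding to CBFb-SMMHC; some results filed as inactive read as strong as hits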
# Runt-CBFb FRET: inhibitors of human RUNX1 Runt domain binding to CBFb; Q01196+Q13951; Cerulean-Runt/Venus-CBFb FRET ratio 530/480, 1 h; hit rate 0.46% among 220,000; inhibition, % at 20 µM; AID 1496;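 active = inhibition over about 50% at 20 µM in the single-dose screen, limit read from the data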;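 also: 0% = DMSO wells and 100% = excess unlabeled CBFb competitor control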
#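 System: Cerulean-labeled Runt domain protein | Quantity: 100 nM of each labeled protein | Schedule: 1 h compound exposure, room temperature | Detection: Fluorescence energy transfer, 422 nm excitation, 530/480 nm emission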
# zVAD death inh: blocks zVAD induced death of L929 cells. L929 zVAD necroptosis rescue, ATP luminescence, 24 h; with zVAD 60 µM. viability rescue, % at 10 µM. hit rate 0.38% among 220,000;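 active = activation, scaled between plate controls, above about 75%, limit read from the data; inactive = activation under that limit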;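 also: 0% = zVAD with DMSO and 100% = DMSO alone without zVAD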
# NCF1 inh: blocks human p47phox regulatory protein of NADPH oxidases | inhibition, % at 24.7 µM | P14598 | hit rate 0.53% among 220,000 | p47phox/p22phox peptide binding, fluorescence polarization, 2 h;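 active = inhibition above about 30%, limit read from the data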;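 also: 0% = p47phox with labelled peptide and 100% = labelled peptide alone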
# Target sequence (P14598 whole entry, looked up): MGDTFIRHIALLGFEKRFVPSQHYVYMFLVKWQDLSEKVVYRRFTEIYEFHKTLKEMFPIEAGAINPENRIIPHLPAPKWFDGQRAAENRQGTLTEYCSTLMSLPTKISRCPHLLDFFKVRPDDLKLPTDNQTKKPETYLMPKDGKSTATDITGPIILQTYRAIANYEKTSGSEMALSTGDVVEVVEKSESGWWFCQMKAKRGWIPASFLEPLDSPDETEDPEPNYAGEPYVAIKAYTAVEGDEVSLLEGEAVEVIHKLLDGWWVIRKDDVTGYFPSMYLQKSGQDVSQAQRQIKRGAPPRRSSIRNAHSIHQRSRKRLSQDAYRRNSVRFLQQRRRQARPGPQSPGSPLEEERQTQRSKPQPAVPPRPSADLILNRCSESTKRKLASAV
# * = called active by the depositor; · = not tested or not shown; & = joins results of further samples; [ ] = remark or other dose.
SMILES,Tb hexokinase,EBV gp42 inh,Mdm2 ligase inh,Hck Nef HTS,14-3-3 Bad inh,Runt-SMMHC FRET,Runt-CBFb FRET,zVAD death inh,NCF1 inh
O=C(Cn1cnc2c(cnn2-c2ccc(Cl)cc2)c1=O)N1CCN(c2ccccc2)CC1,-8,-16,-7,-2,-4,-4,-2,1.2,-6
CCOc1ccc(-n2nnc3c(=O)n(CC(=O)N4CCCc5ccccc54)cnc32)cc1,-4,-10,-12,19,8,-1,0,0.6,-6
Cc1cccn2c(CNC3CCCc4ccccc43)c(C(=O)N3CCOCC3)nc12 (configuration not stated),1,-15,-9,17,-7,-1,-2,-0.6,-8
COc1ccc(NC(=O)c2cc3n(n2)C(C(F)(F)F)CC(c2ccc(OC)cc2)N3)cc1 (configuration not stated),0,-12,-19,-1,0[fluorescence artefact?],-6,1,0.3,-14
COc1cc(CCC(=O)OCC(=O)NCC2CCCCC2)cc(OC)c1OC,1,-6,2,-33,-6,0,-3,2.9,-31
O=C(CN1C(=O)c2ccccc2C1=O)Nc1cccnc1,10,1,-5,0,-1,-2,-2,0.1,0
Cc1ccc(CCNC(=O)C2CCC(=O)N2C(C)C)cc1 (configuration not stated),1,-17,-9,-3,1[fluorescence artefact?],1,-1,3.6,-4
CN1CCC(OC(=O)c2cccc(Cl)c2)CC1,6,-10,-4,8,-4,0,1,-0.5,·
Cc1cccc(C)c1Nc1c(-c2ccc(N3CCOCC3)cc2)nc2ncccn12,-12,-20,·,-12,0,-52,-20,-1.2,-11
CN(CCc1cnn(C)c1)Cc1cn[nH]c1-c1ccc(-c2ccccc2)cc1,10,4,-6,20,3,-1,2,1.2,7
Cc1cc2cc(CCNC(=O)CC(C)C)c(=O)[nH]c2cc1C,-10,-14,-24,18,10,1,-2,1.4,-7
CCn1c(C(C)NC(=O)c2ccc(OC)c(OC)c2)nc2ccccc21 (configuration not stated),-10,-3,10,0,-3,0,0,1.1,-1
CCSc1nc2c(c(=O)[nH]1)C(c1cccnc1)C(C(=O)OC(C)C)=C(C)N2 (configuration not stated),-1,-11,2,0,-6,-2,-2,0.5,-20
Cc1ccc(OCCCC(=O)Nc2ccc(N3CCOCC3)cc2)c(C)c1,-1,-19,2,-1,5,-3,0,0.2,-15
NC(=O)N/N=C/c1c(F)c(F)c(F)c(F)c1F,2,-9,-21,13,-10,-3,2,1.2,-14
CCOC(=O)C(C)(C)Sc1nc2c(cnn2-c2ccc(Cl)cc2)c(=O)[nH]1,-10,-6,-11,2,-7[fluorescence artefact?],2,-9,-1.2,-14
COc1ccc(/C=N/NC(=O)c2cc(C3CC3)[nH]n2)cc1OC,-75,-16,-6,24,-5,-3,0,63,2
COC(=O)CC1C(=O)NCCN1C(=O)Nc1ccccc1 (configuration not stated),4,5,-2,1,5,0,-1,0.6,-1
COC(=O)c1ccc(NC(=O)N2CCOCC2)cc1,5,0,-1,0,-1,4,-3,-0.2,1
Cc1nn(Cc2ccccc2Cl)c(C)c1NC(=O)c1cc(-c2ccc(F)cc2)on1,-1,-13,7,0,-2,-3,-1,0.8,-27
CC1CCCN(C/C(O)=C(\C#N)c2nc3ccccc3[nH]2)C1 (configuration not stated),-9,-2,-15,9,-7,-2,0,-1.5,-15
CCOC(=O)C1=C(C)NC(C)=C(C(=O)OCC)C1C(=O)OC1CCOC1=O (configuration not stated),-10,-6,3,2,-8[fluorescence artefact?],3,2,-0.1,1
Cn1c(=O)c2c(nc(CN3CCC(C(N)=O)CC3)n2Cc2ccccc2F)n(C)c1=O,-10,-7,-9,0,-3[fluorescence artefact?],2,0,0.2,-6
CCOC(=O)c1c(C)oc2cc(Br)c(O)c(Br)c12,0,-1,3,0,6[fluorescence artefact?],7,9,1.2,-7
Cc1n[nH]c(C)c1CCC(=O)N/N=C/c1cccs1,-11,-4,-20,0,4,1,-2,0.1,3

# Remaining list, next part
SMILES,Tb hexokinase,EBV gp42 inh,Mdm2 ligase inh,Hck Nef HTS,14-3-3 Bad inh,Runt-SMMHC FRET,Runt-CBFb FRET,zVAD death inh,NCF1 inh
C/C(CC(=O)Nc1ccccn1)=N\NC(=O)c1ccc(C)cc1,-2,-6,·,6,-5,1,2,0.6,6
CCOc1cc(N2CCOCC2)c(OCC)cc1NC(=O)CN1C(=O)C2CC=CCC2C1=O (configuration not stated),3,-12,-25,22,-9,-1,0,4.7,-1
COc1ccc2[nH]cc(C(=O)CN3CCC(C)CC3)c2c1,-4,-29,-17,2,-14[fluorescence artefact?],5,2,2.6,-8
CC(C)OC(=O)c1ccc(N)cc1,0,-16,-7,13,0,3,0,0.8,1
Cc1cccc(NC(=S)NNC(=O)CCn2cc(C)cn2)c1,-5,-14,5,0,2,-6,2,-0.5,-12
Cc1cc(C#N)c2ccccc2n1,1,-6,-5,-1,27[fluorescence artefact?],-2,0,0.2,-3
CCC(=O)NC(=S)N1CCN(c2ccc([N+](=O)[O-])cc2Cl)CC1,-9,-6,7,-1,-4,-2,0,0.2,-5
COC(=O)c1c(NC(C)=O)sc(C)c1C,-6,2,-2,-35,-9,0,-1,1.4,-6
Cc1nn(C)c(C)c1NC(=O)Nc1ccc(Cl)c(Cl)c1,1,-7,-13,-9,0,0,4,2.3,-18
Cc1cc(C)c(C)c(S(=O)(=O)NCc2ccc(C(=O)N3CCCCC3)cc2)c1C,3,1,·,-8,13,0,-2,0.3,-10
Cc1cc(C(=O)CSc2nnnn2-c2ccccc2)c(C)n1CC1CCCO1 (configuration not stated),-2,-10,-38,2,-7,-3,3,-0.2,-16
O=C(Nc1ccc2c(c1)OCCO2)c1oc2ccccc2c1NC(=O)C1CC1,-2,7,-4,26,-14,0,3,13,-2
CCOC(=O)N1CCC(Nc2c(NCCCN(CC)Cc3ccccc3)c(=O)c2=O)CC1,-1,-13,2,2,7,-4,2,4.7,-6
Cc1cnc(C(=O)NC(C)CCc2ccccc2)cn1 (configuration not stated),4,-1,3,-8,-2,-1,0,0.0,-2
O=C(Nc1ccc2c(c1)OCCO2)N1CCN(c2ccccc2)CC1,5,-16,-12,0,-12,2,1,0.0,-11
COC(=O)C1=C(NC(=O)c2ccccc2C)CCS1,-13,-12,-14,18,-7,-3,0,1.2,-3
Cn1c(=N)n(CC(=O)C(C)(C)C)c2ccccc21,-9,-2,-14,-1,3,-3,-3,0.2,-4
COC(=O)c1cnn(-c2ccc(Cl)cc2)c1/C=N/NC(N)=S,-56,-8,-14,0,-5,-1,2,0.8,-1
COC(=O)c1ccc(NC(=S)Nc2ccccc2)cc1,-6,8,-10,0,-1,-1,1,-0.3,-4
CCn1c(SCC(=O)N2CCN(C(=O)c3ccco3)CC2)nnc1C(C)C,9,-5,-4,14,-8,1,-1,-1.2,·
CCc1nc(N2CCN(S(C)(=O)=O)CC2)c2c3c(sc2n1)CCCC3,-2,13,13,23,-9,1,-2,2.2,0
COc1cc(/C=C2\SC(=O)N(c3cccc(Cl)c3)C2=O)cc([N+](=O)[O-])c1O,9,87*,-4,45,92*,-12,0,-0.8,-9
CCC(=O)Nc1ccc(C(=O)NNC(=O)c2cccs2)cc1,-5,-10,-10,-1,-8[fluorescence artefact?],5,-1,0.0,-13
CCOC(=O)c1cc(-c2csc(COc3ccccc3)n2)on1,-11,-7,-15,1,0,0,-1,0.6,9
COCC(C)n1c(SCC(=O)NCCC2=CCCCC2)nc2ccccc2c1=O (configuration not stated),-4,-12,-9,7,2,-1,-3,0.2,-3

# Other records.
SMILES,Tb hexokinase,EBV gp42 inh,Mdm2 ligase inh,Hck Nef HTS,14-3-3 Bad inh,Runt-SMMHC FRET,Runt-CBFb FRET,zVAD death inh,NCF1 inh
COc1ccc(NS(=O)(=O)c2ccc(N)cc2)nn1,-4,5&-4,·,-1,0&-3,0,-2,2.5,12&0
CCC(OC(=O)C(NC(=O)c1ccccc1)c1ccccc1)C(=O)Nc1cc(C)on1 (configuration not stated),3,-10,-6,1,32,1,0,1.3,-4
CCC(=O)N(C)CCc1cc2c(c(OC)c1/C=N/NC(=O)c1ccncc1)OCO2,-30,-8,5,15,-2,-6,2,-0.3,3
CCOc1cc(C(=O)Nc2ccon2)cc(OCC)c1OCC,4,-9,-7,10,-1,5,0,-1.1,-19
ON1C(c2ccccc2C(F)(F)F)N(O)[C@H]2CCCC[C@H]21 (some centres not stated),-1,-32,-6,0,9,2,-2,-0.1,-5
CCCCC(=O)N/N=C(C)/C=C/c1ccccc1F,-9,0,0,3,-3,0,1,1.2,-2
COc1ccc(C2SCC(=O)N2c2c(C)n(C)n(-c3ccccc3)c2=O)cc1 (configuration not stated),-2,-14,-10,0,-8[fluorescence artefact?],0,-1,0.3,0
Nn1c(SCC(=O)N2CCN(S(=O)(=O)c3ccccc3)CC2)nnc1-c1cccs1,-6,4,-3,0,3[fluorescence artefact?],2,1,0.2,-10
O=C(Nc1ccccc1)c1cccc(S(=O)(=O)NCc2ccco2)c1,5,-5,-11,0,-3,-20,·,-0.1,-14
COC(=O)CCn1nnc(-c2cccs2)n1,3,-11,-30,1,-2[fluorescence artefact?],-2,0,-0.2,-10
CCCCC1(C)NC(=O)N(CC(=O)Nc2ccc(S(=O)(=O)N3CCOCC3)cc2)C1=O (configuration not stated),3,-15,-30,0,-3[fluorescence artefact?],0,2,-0.1,-15
Cc1cccc(NC(=O)c2cc(Cl)nc3ccccc23)n1,-9,-14,-15,10,3,2,2,0.4,-12
O=C1C=C(c2ccc(Cl)cc2)OC2(CCCC2)O1,-5,0,-6,0,72*,-6,-1,-0.2,1
CCOC(=O)c1cnn(-c2nc(C)cc(C)n2)c1N,10,-22,-14,0,-12,0,-2,0.5,-7
Cc1ccc(N(CC(=O)NCc2cccnc2)S(C)(=O)=O)cc1C,-6,-24,5,1,-3[fluorescence artefact?],-2,0,0.4,-6
CCCC(=O)Nc1ccc(C(=O)NNC(=O)c2ccco2)cc1,-3,-17,-14,1,-9,3,-1,0.6,-6
CC1CCCC(NC(=O)C2CCC(CNc3c(N4CCCC4)c(=O)c3=O)CC2)C1C (configuration not stated),0,-3,-13,26,-4,1,-1,1.1,-8

# Given with bars between the fields: part of the list above
SMILES | Tb hexokinase | EBV gp42 inh | Mdm2 ligase inh | Hck Nef HTS | 14-3-3 Bad inh | Runt-SMMHC FRET | Runt-CBFb FRET | zVAD death inh | NCF1 inh
O=C(Nc1ccccc1)c1cccc(S(=O)(=O)NCc2ccco2)c1 | 5 | -5 | -11 | 0 | -3 | -20 | · | -0.1 | -14
COC(=O)CCn1nnc(-c2cccs2)n1 | 3 | -11 | -30 | 1 | -2[fluorescence artefact?] | -2 | 0 | -0.2 | -10
CCCCC1(C)NC(=O)N(CC(=O)Nc2ccc(S(=O)(=O)N3CCOCC3)cc2)C1=O (configuration not stated) | 3 | -15 | -30 | 0 | -3[fluorescence artefact?] | 0 | 2 | -0.1 | -15
Cc1cccc(NC(=O)c2cc(Cl)nc3ccccc23)n1 | -9 | -14 | -15 | 10 | 3 | 2 | 2 | 0.4 | -12
O=C1C=C(c2ccc(Cl)cc2)OC2(CCCC2)O1 | -5 | 0 | -6 | 0 | 72* | -6 | -1 | -0.2 | 1
CCOC(=O)c1cnn(-c2nc(C)cc(C)n2)c1N | 10 | -22 | -14 | 0 | -12 | 0 | -2 | 0.5 | -7
Cc1ccc(N(CC(=O)NCc2cccnc2)S(C)(=O)=O)cc1C | -6 | -24 | 5 | 1 | -3[fluorescence artefact?] | -2 | 0 | 0.4 | -6
